# KinaseGlo FLuc = Kinase-Glo luciferase inhibition (counter-screen) | AID 1379 | Q27757 | Kinase-Glo luciferase, ATP luminescence, 8 min | 200,000 tested, 0.28% active | Potency, µM (titrated, usually from 38.3 µM), inactives show top-dose activity change, negative = inhibition, most hits filed as inhibitors; note: potency is the fitted concentration of half-maximal effect; % is set by controls: 0 for no effect and ±100 for the full control effect; nearly all actives have a fitted effect of over 60% in size
#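 Compounds were added to a substrate mix at pH 7.2 (50 mM imidazole, 10 uM ATP, within the enzyme's linear range), followed by Kinase-Glo detection reagent; luminescence was measured after 8 minutes at ambient temperature.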
# CBFb-RUNX1 inh = blocks binding between human CBF-beta and RUNX1 | Potency, µM (highest dose often 59.8 µM), for inactives: at the top dose activity, negative = inhibition, most hits filed as inhibitors | 230,000 tested, under 10 active | AID 1477 | AlphaScreen CBFb-His/RUNX1-biotin binding, biochemical; note: % of control where 0% means no effect
# Target sequence (Q01196 whole entry, looked up): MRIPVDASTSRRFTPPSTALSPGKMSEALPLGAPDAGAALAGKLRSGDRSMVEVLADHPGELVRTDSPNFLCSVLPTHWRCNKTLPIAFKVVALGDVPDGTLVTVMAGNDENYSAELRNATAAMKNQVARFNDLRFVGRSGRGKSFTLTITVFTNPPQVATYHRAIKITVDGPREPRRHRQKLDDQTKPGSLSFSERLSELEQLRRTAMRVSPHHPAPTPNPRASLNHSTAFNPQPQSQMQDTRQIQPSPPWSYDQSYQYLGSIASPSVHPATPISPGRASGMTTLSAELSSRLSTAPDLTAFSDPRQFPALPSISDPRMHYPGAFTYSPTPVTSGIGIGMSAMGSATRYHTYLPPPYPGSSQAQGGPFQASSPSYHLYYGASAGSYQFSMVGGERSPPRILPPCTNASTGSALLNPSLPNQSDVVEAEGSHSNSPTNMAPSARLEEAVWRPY
# Target sequence (Q13951 whole entry, looked up): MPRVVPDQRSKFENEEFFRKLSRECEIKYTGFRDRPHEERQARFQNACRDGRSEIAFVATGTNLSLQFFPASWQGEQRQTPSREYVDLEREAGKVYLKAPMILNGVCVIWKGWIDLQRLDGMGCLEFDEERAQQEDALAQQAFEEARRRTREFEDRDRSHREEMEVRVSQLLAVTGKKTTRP
#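 CBF-beta (His) and RUNX1 (biotin), 30 nM each; 20 min preassociation; + compound, 15 min; + beads 50 ng each (Ni, streptavidin), 90 min; RT; AlphaScreen read.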
# LMNA splice mod = modulators of lamin A splicing. HeLa LMNA splicing GFP/RFP minigene ratio, 48 h. 200,000 tested, 0.01% active. Potency, µM (top dose mostly 46.1 µM), for inactives: at the top dose ratio change, negative = inhibition, hits mostly inhibitors; active = well fitted inhibition curve with a large enough effect in the signal ratio, with a control signal flat, not every such curve was filed as active; inconclusive = small, poorly fitted or top-dose-only effect, or effect the other way, or a change in a side signal; the % refers to the signal ratio; note: potency is the fitted concentration of half-maximal effect; % is set by controls: 0 for no effect and ±100 for the full control effect
#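 S3 HeLa cells stably expressing lamin A-EGFP splicing minigene plus DsRed2, 600 cells/well, 48 h compound exposure at 37C. Laser-scanning cytometry; analysed as GFP (500-530 nm)/RFP (575-640 nm) total intensity ratio; 0.5% DMSO vehicle.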
# IMPase Li cell = membrane-permeable IMPase blocker, potentiated with lithium; CHO-M1 cells, IP1 TR-FRET (IP-One), carbachol + lithium; Potency, µM (series often up to 59.4 µM), inactives show top-dose activity, negative = IMPase inhibition, hits mostly inhibitors; 210,000 tested, 0.35% active; AID 1457;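 note: IP1 builds up when IMPase is blocked and the TR-FRET signal falls; potency is the fitted concentration of half-maximal effect; plate controls were basal vehicle for no effect and high inhibitor control for full effect; nearly all actives have a fitted effect of over 50% in size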
#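 CHO cells stably expressing M1 receptor (2000/well, cultured 16–30 h) treated 30 min at 37C with compound plus low lithium. Cytosolic IP1 by TR-FRET (665/620 ratio and 620 channel) after 10 min lysis; AC50 by Hill fit.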
# GLA spleen mod = alpha-galactosidase A (human) modulation | P06280 | human spleen homogenate, 4MU-alpha-Gal fluorescence, 40 min | Potency, µM (doses to about 80 µM), inactives show at the top dose activity change, negative = inhibition, hits mostly inhibitors | 240,000 tested, 0.008% active;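 note: potency is the fitted concentration of half-maximal effect; 0% = enzyme with vehicle and -100% = no enzyme basal signal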
# Target sequence (P06280 32-429 limits assumed): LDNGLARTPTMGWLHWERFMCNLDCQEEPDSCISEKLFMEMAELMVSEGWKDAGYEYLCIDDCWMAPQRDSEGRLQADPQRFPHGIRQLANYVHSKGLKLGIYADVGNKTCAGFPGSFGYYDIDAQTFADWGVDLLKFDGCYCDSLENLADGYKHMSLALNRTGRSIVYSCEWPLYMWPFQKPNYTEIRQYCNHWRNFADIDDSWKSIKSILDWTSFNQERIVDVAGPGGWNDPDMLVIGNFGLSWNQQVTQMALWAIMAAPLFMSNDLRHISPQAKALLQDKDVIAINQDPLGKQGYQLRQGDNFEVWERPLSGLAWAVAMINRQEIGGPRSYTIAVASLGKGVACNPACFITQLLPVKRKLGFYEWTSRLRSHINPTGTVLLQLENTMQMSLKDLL
#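 Human spleen homogenate (1 ug) was the enzyme source, with 4-methylumbelliferyl-alpha-D-galactopyranoside (1 mM final) in pH 5.0 citrate buffer with 0.01% Tween-20. Compounds were titrated; after 40 min at 37C, NaOH/glycine stop, 4-MU fluorescence read; AC50 from Hill fits.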
# Epigenetic derep = regulators of epigenetic silencing causing reporter derepression in mouse cells; murine LDR cells, GFP reporter derepression, 30 h; Potency, µM (top dose mostly 53.9 µM), for inactives: at the top dose GFP activation, most hits filed as activators; 280,000 tested, 0.2% active; AID 1865; note: potency is the fitted concentration of half-maximal effect; % of control where 0% means no effect; nearly all actives have a fitted effect of over 60% in size
#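 GFP-positive cell count by laser-scanning cytometry (objects 20–120 um) after 30 h, 37 C compound exposure of murine LDR cells; reporter is CMV-GFP integrated at a silenced locus, inducible by HDAC or DNMT inhibitors.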
# NPSR antag = blocks cAMP signaling of the human neuropeptide S receptor | CHO-NPSR cells, cAMP TR-FRET, antagonist mode | AID 1461 | Potency, µM (highest dose often 38.3 µM), for inactives: at the highest dose activity change, negative = inhibition, most hits filed as inhibitors | 220,000 tested, 1% active; note: potency is the fitted concentration of half-maximal effect; % is set by controls: 0 for no effect and ±100 for the full control effect; nearly all actives have a fitted effect of over 50% in size; many of its hits are not listed in these tables
# * = called active by the depositor; ? = inconclusive; · = no result given; [ ] = remark or other dose. Unless noted, calls come from the whole dose curve; as a rule, active = well fitted curve in the direction sought with a large enough effect; inconclusive = small, poorly fitted or top-dose-only effect, or another doubt; inactive = no such curve, though single readings can be large; an effect the other way counts as inactive or inconclusive. Some of the compounds tested; rates above refer to the full screens.
# The opening 2 entries, ahead of the listing:
item	SMILES	KinaseGlo FLuc	CBFb-RUNX1 inh	LMNA splice mod	IMPase Li cell	GLA spleen mod	Epigenetic derep	NPSR antag
1	Cc1cc(C)n(-c2nc(SCC(=O)NCC3CCCO3)c3c4c(sc3n2)CCCC4)n1 (centres undefined)	·	5%	-8%	·	0%	-1.9%	?
2	CCOC(=O)c1[nH]c(C)c(C(=O)OCC(=O)NC(=O)NC(C)(C)C)c1C	1%	-1%	-9%	-1%[38.3 µM]	-3%	1.0%	-14%[46.1 µM]

# This part in full, repeating the preview:
item	SMILES	KinaseGlo FLuc	CBFb-RUNX1 inh	LMNA splice mod	IMPase Li cell	GLA spleen mod	Epigenetic derep	NPSR antag
1	Cc1cc(C)n(-c2nc(SCC(=O)NCC3CCCO3)c3c4c(sc3n2)CCCC4)n1 (centres undefined)	·	5%	-8%	·	0%	-1.9%	?
2	CCOC(=O)c1[nH]c(C)c(C(=O)OCC(=O)NC(=O)NC(C)(C)C)c1C	1%	-1%	-9%	-1%[38.3 µM]	-3%	1.0%	-14%[46.1 µM]
3	C=CCNc1nc2c(c(=O)n(C)c(=O)n2C)n1Cc1ccc(F)cc1	-1%	4%	?	0%[38.3 µM]	-1%	0.0%	-1%[46.1 µM]
4	Cc1ccc2c(c1)C(c1ccncc1)=NNC(c1ccc(C(C)C)cc1)=N2	-5%	-2%	2%	-13%[38.3 µM]	2%	-1.1%	-5%[46.1 µM]
5	Cc1ccc(S(=O)(=O)Nc2nc(C)cc(NN)n2)cc1	·	-4%	·	·	-4%	4.3%	12%
6	CN(C)c1ccc(/C=C2\CCC/C(=C\c3ccccc3)C2=O)cc1	-2%	-10%	?	2%	-9%	?	-5%
7	COc1ccc(-n2c(C)cc(/C=C3\SC(=S)N(Cc4ccco4)C3=O)c2C)cc1	-3%	-28%	-7%	10%	0%	?	-41%
8	O=C(CNCc1ccccn1)N1CCc2ccccc2C1	·	-8%	·	·	1%	0.0%	18%
9	CC(C)C[C@H](NC(=O)c1[nH]cnc1C(=O)N[C@@H](Cc1ccccc1)C(=O)OC(C)(C)C)C(=O)OC(C)(C)C	·	0%	·	·	5%	?	?
10	COc1ccc(N2CCN(c3oc(COc4ccc(Cl)cc4Cl)nc3C#N)CC2)cc1	-3%	-23%	?	11%[38.3 µM]	11%	-0.1%	-15%[46.1 µM]
11	CC(=O)NC1=C(NC2CCS(=O)(=O)C2)C(=O)c2ccccc2C1=O (centres undefined)	-6%	3%	?	-8%	11%	0.0%	19%
12	OC(COCc1cccs1)CN1CCN(c2ccccc2Cl)CC1 (centres undefined)	2%	-3%	-11%	9%	-2%	-1.0%	12%
13	CCOc1ccc(-c2nc(-c3ccccc3)no2)cc1OCC	-2%	0%	8%	2%[38.3 µM]	-4%	0.8%	-10%[46.1 µM]
14	NC(=O)C1CCN(c2nc(C3CC3)nc3c2nnn3Cc2ccccc2)CC1	0%	8%	10%	6%[38.3 µM]	-6%	-0.9%	-24%[46.1 µM]
15	CC1CN(c2snnc2C=C2C(=O)OC(C)(C)OC2=O)CC(C)O1 (centres undefined)	2%	5%	·	7%	7%	-1.2%	6%
16	CN(C)c1ccc(-c2nc(NCCN3CCOCC3)c3ccccc3n2)cc1	·	·	?	-9%	14%	·	·
17	COc1cc(NC(=O)C/C(C)=N/NC(=O)C(OC)c2ccccc2)c(OC)cc1Cl (centres undefined)	3%	3%	-3%	-1%	-4%	-0.9%	0%
18	CSc1ccc(CN(C)CC(=O)Nc2ccccc2Br)cc1	0%	15%	?	13%	0%	-0.1%	-30%
19	COc1cc(NS(C)(=O)=O)c(OC)cc1NC(=O)c1ccccc1	0%	2%	6%	26%[38.3 µM]	-4%	0.0%	-6%[46.1 µM]
20	O=C(O)CCS(=O)(=O)c1ccc(-c2ccccc2)cc1	4%	7%	-12%	1%	1%	-0.1%	6%
21	CCOc1cc(S(=O)(=O)N(Cc2ccccc2)Cc2ccccc2)c(OCC)cc1-n1cnnn1	-1%	6%	6%	-7%[38.3 µM]	-3%	-1.1%	?
22	CC1(C)CC(=O)C2=C(C1)NC(Nc1nc3ccccc3o1)=NC21CCCCC1	-1%	2%	10%	5%[38.3 µM]	6%	0.0%	-6%[46.1 µM]
23	CCCOP(=O)(OCCC)C(Nc1ccc(C(=O)O)cc1)c1ccccc1 (centres undefined)	-4%	-15%	·	7%	11%	0.0%	17%
24	CCOC(=O)C1CCN(C(=O)CS(=O)Cc2nc(-c3ccc(C)cc3)oc2C)CC1 (centres undefined)	3%	5%	-13%	3%[38.3 µM]	2%	2.7%	-4%[46.1 µM]
25	CNC(=O)CN(c1ccc(OC)cc1)S(=O)(=O)c1ccc(F)cc1	0%	-1%	-2%	0%	1%	-2.0%	4%[46.1 µM]
26	O=C(C1CCC(CNS(=O)(=O)c2cccc3cccnc23)CC1)N1CCCC1 (centres undefined)	0%	-1%	-14%	7%	3%	-1.0%	0%
27	O=C(Nc1ccc2c(c1)OCO2)c1ccccc1SCC(=O)N1CCCC1	-2%	-2%	6%	-14%[38.3 µM]	0%	-1.4%	-8%[46.1 µM]
28	CCOC(=O)c1c(NC(C)=O)sc2c(OC(C)=O)cccc12	18%	3%	-3%	18%[38.3 µM]	-5%	5.7%	-16%[46.1 µM]
29	O=C(Nc1ccccc1N1CCCCC1)c1ccc(Cl)c([N+](=O)[O-])c1	1%	-13%	·	13%	-3%	6.4%	-58%
30	CCCCCc1ccc(-c2ccc(OC)cc2)nc1	-3%	5%	-18%[46 µM]	6%	2%	1.1%	18%
31	O=[N+]([O-])c1cccc(-c2n[nH]c(=S)n2-c2ccc(Br)cc2)c1	0%	-1%	19%[46 µM]	4%	-7%	-1.0%	-29%
32	COc1ccc(-c2cc(NCc3ccccn3)n3ncnc3n2)cc1	-1%	8%	-1%	-1%[38.3 µM]	-4%	-0.9%	-20%[46.1 µM]
33	CCCOc1ccc(C2C(=O)N(C3CCCCC3)CC(=O)N2CCC)cc1OC (centres undefined)	·	4%	0%	·	4%	3.1%	-14%[46.1 µM]
34	CCCCCCC1CC(CCC(=O)Nc2ccc([N+](=O)[O-])cc2)C(=O)O1 (centres undefined)	-3%	10%	-6%	24%[38.3 µM]	-4%	1.3%	-11%[46.1 µM]
35	Brc1ccc2[nH]c3c(c2c1)CCC3	·	-4%	·	·	8%	0.1%	23%
36	CCc1cc(C=NC2CCCCC2)c(O)s1	-4%	-11%	0%	33%[activator][38.3 µM]	?	1.6%	15%[46.1 µM]
37	CC(C(=O)O)N1C(=O)/C(=C/C=C/c2ccco2)SC1=S (centres undefined)	-3%	·	-8%	-4%[38.3 µM]	1%	-1.8%	-16%[46.1 µM]
38	O=c1c(Cl)cc(Cl)nn1-c1ccccc1	0%	0%	?	-11%	-2%	-3.5%	-21%
39	Cc1ccc(S(=O)(=O)Cc2ccccc2Cl)cc1	3%	3%	-9%	5%	0%	0.0%	14%
40	O=C(Nc1ccc(C(=O)O)cc1)/C(=C\c1ccco1)NC(=O)c1ccccc1	-1%	-2%	?	9%	-1%	0.0%	-7%
41	CCOC(=O)C1CCN(Cc2c(O)c3ccccc3oc2=O)CC1	0%	-5%	·	-1%	5%	4.7%	9%
42	COc1cccc(SCC(=O)N2CCN(c3ccccc3)CC2)c1	·	8%	·	·	4%	-0.5%	-7%
43	O=C(Nc1nc(-c2ccccc2)cs1)c1cccs1	·	5%	?	·	5%	1.0%	-13%[46.1 µM]
44	COc1cc(NC(=S)Nc2ccc(S(=O)(=O)N3CCOCC3)cc2)cc(OC)c1OC	1%	2%	-4%	23%[38.3 µM]	-3%	-1.2%	-11%[46.1 µM]
45	COC(=O)C(NC(=O)c1ccccc1Cl)(Nc1ncc(S(=O)(=O)c2ccc([N+](=O)[O-])cc2)s1)C(F)(F)F (centres undefined)	19%	-11%	-9%	30%[38.3 µM]	2%	0.5%	-6%[46.1 µM]
46	CN(C)c1cccc(C(=O)Nc2ccc3nc4n(c(=O)c3c2)CCCCC4)c1	-8%	-14%	-6%	10%[38.3 µM]	6%	8.1%	1%[46.1 µM]
47	Cc1cccc(NC(=O)CN2C(=O)NC(C)(c3ccc4c(c3)OCO4)C2=O)c1 (centres undefined)	19%	-2%	-5%	16%[38.3 µM]	3%	0.9%	3%[46.1 µM]
48	C=C1CSc2nc(=O)c3c4c(sc3n21)CCC4	2%	2%	12%	3%[38.3 µM]	-8%	-5.4%	4%[46.1 µM]
49	Cc1ccccc1Cn1cnc2ccccc2c1=O	-2%	7%	2%	-13%	1%	-0.9%	-9%
50	N/C(=N\OC(=O)c1ccc(Cl)c(Cl)c1)c1cccnc1	-4%	9%	-1%	12%[38.3 µM]	-2%	0.5%	-2%[46.1 µM]
51	CCCCCCOc1ccc(N2C(=O)CC(N(CCc3ccc(S(N)(=O)=O)cc3)C(C)=O)C2=O)cc1 (centres undefined)	0%	-3%	·	6%	3%	3.3%	-7%
52	CCOC(=O)c1ccc(NC(=S)NCC(O)c2ccccc2)cc1 (centres undefined)	·	4%	6%	·	-10%	-0.3%	-17%[46.1 µM]
53	CCCCNc1nc(C)nc2c1nc(-c1ccccc1)n2CCCN(CC)CC	-4%	-1%	·	3%	-10%	-3.0%	·
54	O=S(=O)(c1ccccc1)C(/C=N\O)/C=C/c1ccccc1 (centres undefined)	4%	11%	?	7%	0%	1.8%	-1%
55	N#Cc1c(N)nc2c(c1-c1ccc(Br)s1)CCCC2	-2%	-7%	-13%	?	-11%	0.0%	-19%
56	O=C1NC[C@H](c2ccccc2)N(CCc2cccc3ccccc23)C1=O	·	9%	·	·	1%	1.7%	4%
57	CC(=O)Nc1ccc2nc(-c3ccccn3)[nH]c2c1	11µM*	2%	17%	-24%[38.3 µM]	1%	6.5%	-15%[46.1 µM]
58	COc1ccc(C(=O)Cc2ccc3c(c2)OCO3)c(O)c1	-5%	-1%	?	?	0%	0.0%	5%
59	Cc1c(N=C2SCC(=O)N2/N=C/c2ccccc2)c(=O)n(-c2ccccc2)n1C	-2%	-1%	-5%	3%	-8%	-1.1%	4%
60	COc1ccc(C(=O)NN)cc1COc1ccc(Br)cc1	-3%	2%	6%	7%[38.3 µM]	4%	-1.1%	-1%[46.1 µM]
61	CC(C)(CNC(=O)C1CCCN1C(=O)c1cccs1)N1CCOCC1 (centres undefined)	-2%	15%	·	0%	-3%	-1.9%	7%
62	Cc1onc(-c2ccccc2)c1C(=O)N1CCN(Cc2ccc3c(c2)OCO3)CC1	1%	1%	7%[46 µM]	9%	0%	3.9%	17%
